# Screening results from PubChem BioAssay.
# mIAP block: inhibitors of mouse IAP, primary screen, biochemical, luminescence, uHTS; 0.2% of 330,000 active; inhibition, % at 10 µM; AID 2806, 2010; intestinal alkaline phosphatase [Mus musculus]; purified mouse IAP, CDP-Star luminescence, 30 min;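 active = inhibition of at least 40% at 10 µM in the primary screen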;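 note: plate controls were DMSO with enzyme for no effect and no enzyme wells for full effect; values of inactives mirror those of a sister screen read the other way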
# hIAP activ: human IAP activators, primary screen, biochemical, luminescence, uHTS; purified human IAP, CDP-Star luminescence, 30 min; hits give high values; 1 = vehicle-only enzyme, 0 = enzyme-free background; activation factor at 10 µM; 0.16% of 330,000 active;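 active = activation factor of the enzyme at least 2-fold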; note: the source names both 10 and 20 µM as test concentration; values of inactives mirror those of a sister screen read the other way
# Target sequence (P09923 whole entry, looked up): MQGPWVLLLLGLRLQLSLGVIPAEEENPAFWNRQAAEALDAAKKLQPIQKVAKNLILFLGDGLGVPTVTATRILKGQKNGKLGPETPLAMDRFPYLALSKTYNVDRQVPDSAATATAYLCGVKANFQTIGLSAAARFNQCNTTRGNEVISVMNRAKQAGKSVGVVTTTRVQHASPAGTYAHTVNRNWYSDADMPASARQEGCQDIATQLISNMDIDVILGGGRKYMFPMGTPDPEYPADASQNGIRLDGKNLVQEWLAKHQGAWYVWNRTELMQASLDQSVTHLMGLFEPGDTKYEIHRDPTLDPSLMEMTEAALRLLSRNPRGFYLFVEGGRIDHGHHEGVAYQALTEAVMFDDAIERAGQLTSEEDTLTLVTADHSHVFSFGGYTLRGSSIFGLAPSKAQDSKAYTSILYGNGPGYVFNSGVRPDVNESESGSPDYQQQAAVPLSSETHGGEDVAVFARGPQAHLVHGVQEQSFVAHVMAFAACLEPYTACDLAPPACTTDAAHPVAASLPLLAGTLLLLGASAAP
# A3A deaminase: APOBEC3A ssDNA deaminase inhibitors, primary screen, selectivity assay for APOBEC3G inhibitor project, biochemical, FAM/TAMRA oligo cleavage fluorescence; recombinant A3A, FAM/TAMRA ssDNA deamination fluorescence; 0.41% of 330,000 active; inhibition, % at 20 µM;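 active = at least 40% inhibition at 20 µM here, with at most 30% in a related deaminase screen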;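 note: plate controls were A3A with DMSO for no effect and wells lacking A3A enzyme for full effect; some results filed as inactive read as strong as hits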
# Target sequence (P31941 whole entry, looked up): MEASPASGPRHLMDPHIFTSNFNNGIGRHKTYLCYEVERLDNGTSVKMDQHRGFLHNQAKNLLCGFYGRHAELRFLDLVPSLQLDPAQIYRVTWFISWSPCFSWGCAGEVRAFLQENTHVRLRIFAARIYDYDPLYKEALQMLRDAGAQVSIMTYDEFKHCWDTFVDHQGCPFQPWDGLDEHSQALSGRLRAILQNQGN
# MIN6 prolif: inducers of MIN6 beta-cell proliferation, primary screen, ATP luminescence, uHTS; proliferation, % at 10 µM; MIN6 cells proliferation, ATPlite luminescence, 48 h; cells starved in 0.2% serum; 100% = growth in 10% serum; 0.29% of 330,000 active;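 active = compounds whose signal lies at least 3.5 SD above the mean of all wells on their plate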;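 note: 0% = DMSO-treated cells in low-serum medium and 100% = 10% serum control; some compounds called inactive have numbers as strong as hits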
# hIAP inh: human IAP inhibitors, primary screen, biochemical, luminescence, uHTS. Intestinal-type alkaline phosphatase (Homo sapiens), P09923. purified IAP, CDP-Star luminescence, 30 min. inhibition, % at 10 µM. 0.12% of 330,000 active. AID 2544, 2010;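 active = inhibition reaching a set limit with compound at 10 µM in the primary screen, cut at about 35% in these data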;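 note: plate controls were DMSO wells with enzyme for no effect and no-enzyme buffer wells for full effect; values of inactives mirror those of a sister screen read the other way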
# A3G deaminase: APOBEC3G DNA deaminase inhibitors, primary screen, biochemical, fluorescence, single-stranded DNA substrate, uHTS; recombinant A3G, ssDNA deamination FAM/TAMRA fluorescence; inhibition, % at 20 µM; 0.28% of 330,000 active; AID 493012, 2011;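 active = inhibition of at least 40% at 20 µM, with no more than 30% in the related APOBEC3A deaminase screen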;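 note: plate controls were DMSO wells with A3G for no effect and wells lacking A3G enzyme for full effect; some compounds called inactive have numbers as strong as hits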
# ATG4B inh: ATG4B protease inhibitors, primary screen, biochemical, fluorescence, uHTS | inhibition, % at 8.33 µM | 0.51% of 340,000 active | AID 504462, 2011 | Cysteine protease ATG4B (Homo sapiens), Q9Y4P1 | ATG4B cleavage of LC3-PLA2, NBD-HPC fluorescence, 1 h; in the data active = inhibition above about 40%
# MPTP block: mitochondrial permeability transition pore inhibitors, primary screen, biochemical, isolated mouse mitochondria, absorbance; Ca2+ swelling absorbance, 30 min; inhibition, % at 10 µM; 1.4% of 360,000 active;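 active = inhibition of 50% or more, scaled per plate between neutral and stimulator controls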;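 note: 0% = DMSO wells given calcium and 100% = 1 mM EGTA wells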
# mIAP activ: activators of mouse IAP, primary screen, biochemical, luminescence, uHTS. intestinal alkaline phosphatase [Mus musculus]. muIAP, CDP-Star luminescence, 30 min; hits give high values; 1 = vehicle-only enzyme signal, 0 = enzyme-free wells. activation factor at 10 µM. 0.24% of 330,000 active;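 active = activation factor of at least 2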; note: the source names both 10 and 20 µM as test concentration; values of inactives mirror those of a sister screen read the other way
#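 also added = chemiluminescent substrate CDP-Star | test system = mouse IAP enzyme | signal = chemiluminescence readout | compound = DMSO-dissolved test compounds | incubation = 30 min at room temperature | benchmarks = DMSO wells, no-enzyme wells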
# Numbers without * were called inactive; & = joins results of further samples.
SMILES,mIAP block,hIAP activ,A3A deaminase,MIN6 prolif,hIAP inh,A3G deaminase,ATG4B inh,MPTP block,mIAP activ
Cc1cc(NC(=O)Nc2ccccc2Cl)no1,-4,0.91,-6,-1,10,-8,8,-0.4,1
CC(C)(C)c1ccc(OCCCN2CCCC2)cc1,6,1.1,-1,-2,-8,-2,-3,2.2,0.94
COc1ccc(NS(=O)(=O)c2csc(C(=O)N3CCCC3)c2)cc1,2,1.3,-1,0,-31,1,9,0.3,0.98
CCOC(=O)c1c(N)c(C#N)c2n1CCCC2,0,1.3,-4,0,-30,-6,-7,-2.2,1
O=C(NC1CCCCC1)NC1CC2CCC(C1)N2C(=S)NCc1ccco1 (configuration not stated),7,1.1,-1,-2,-6,2,-2,-1.8,0.93
CCOc1ccccc1N1CCN(C(=O)c2cc3c(C)cc(C)cc3[nH]2)CC1,9,0.83,-5,-6,16,-13,3,1.8,0.91
COc1ccc(NC(=O)CN2CCC3(O)CCCCC3C2c2cc(OC)ccc2OC)cc1 (configuration not stated),5,1.2,-2,1,-23,-6,-6,1.3,0.95
Cn1c(COc2ccc([N+](=O)[O-])cc2)nnc1SCC(N)=O,2,1,1,-5,-3,0,11,2.5,0.98
O=C(CN(C(=O)c1csnn1)c1ccc(F)c(Cl)c1)NC1CCCC1,6,1,-1,-3,-2,-10,4,-0.9,0.94
Cc1cccc(NC(=S)N2CCC(NC(=O)c3ccco3)CC2)c1,-3,0.92,-4,0,8,-11,-8,-1.3,1
Clc1ccc(C2CC(c3cccs3)n3ncnc3N2)cc1Cl (configuration not stated),17,0.9,-2,-2,10,-3,-8,-0.6,0.83
COc1cccc(OC)c1C(=O)NC(=S)NNC(=O)[C@H]1C[C@@H]1c1ccccc1,15,1.6,-5,-2,-64,-11,7,0.5,0.85
COc1cccc(NC(=O)CCN2C(=O)c3ccccc3S2(=O)=O)c1,12,0.91,-4,3,9,-6,6,-0.7,0.88
CC(C)(C)C1CCC(=O)N(CCC#N)CC1 (configuration not stated),-8,1.2,-4,-6,-15,-7,6,-0.5,1.1
COc1ccc(N2CCN(C(=O)CCNC(=O)Cn3ccc4ccccc4c3=O)CC2)cc1,4,1.1,-1,2,-7,-3,-13,0.2,0.96
CCC(C)NCCOCCSc1ccc(Cl)cc1 (configuration not stated),1,0.97,1,2,3,-7,4,0.5,0.99
Cn1nc(C(=O)OCc2ccccc2F)c2ccccc2c1=O,-6,1,-4,3,-2,-4,-1,23,1.1
Cn1nc(C(=O)Nc2cccc(S(N)(=O)=O)c2)c2ccccc2c1=O,6,1,6,-3,-4,1,0,1.2,0.94
NNC(=O)CNC(c1ccccc1)c1cc(Br)ccc1NC(=O)c1ccc(Br)cc1 (configuration not stated),5,1,2,0,-2,-6,-10,0.2,0.95
CCCn1nnc(NC(=O)/C=C/c2ccco2)n1,3,1.1,0,4,-10,-6,7,2.2,0.97
COc1ccc(C2=NN(C(=O)CCC(=O)O)C(c3ccc(OC)cc3)C2)cc1 (configuration not stated),11,1.2,-5,-3,-21,-6,1,-0.3,0.89
Cc1ccc(Cc2cnc(NC(=O)/C(C#N)=C/c3ccc(-c4cccc([N+](=O)[O-])c4)o3)s2)cc1,13,0.93,0,-3,8,0,-6,-2.0,0.87
Cc1ccccc1CS(=O)(=O)CCC(=O)NCCN1CCN(c2cccc(Cl)c2)CC1,-1,1.1,-1,0,-7,-4,-2,37,1
N/C(CN1CCCC1=O)=N\OC(=O)c1ccc(Cl)cc1,-5,0.92,-5,1,8,-8,1,0.6,1
CCN(CC)CCNC(=O)c1ccc(Sc2ccc(Cl)cc2)c(NC(C)=O)c1,-21,1.3,-3,-3,-26,-5,-9,-1.6,1.2
SMILES,mIAP block,hIAP activ,A3A deaminase,MIN6 prolif,hIAP inh,A3G deaminase,ATG4B inh,MPTP block,mIAP activ
O=C(Cc1ccc([N+](=O)[O-])cc1)c1c(O)cc(O)cc1O,10,0.87,2,-2,13,0,2,22,0.9
COc1ccc(O)c(/C=N/N=C/c2cccc([N+](=O)[O-])c2)c1,2,1.4,-1,-3,-36,-3,3,2.9,0.98
Cc1ccc(C(=O)ONc2ccc(N=O)cc2)cc1,4,1,0,1,-3,-6,0,3.8,0.96
COC(=O)c1ccc(C(=O)OC)c(NC(=S)N2CCN(c3ccccn3)CC2)c1,-6,0.97,4,-2,3,-9,-8,-2.7,1.1
CCOc1ccc(C(c2nnnn2Cc2ccccc2)N2CCN(C(=O)c3ccco3)CC2)cc1 (configuration not stated),-11,1.2,-5,-3,-17,-4,-10,-2.8,1.1
CC(C)C[C@H](NC(=O)c1[nH]cnc1C(=O)Nc1ccccc1)C(=O)OC(C)(C)C,10,1.5,0,-9,-50,-4,-12,1.2,0.9
COc1ccc(/C=C/C(=O)c2ccccc2O)cc1,3,1,2,-2,-2,-1,-7,-2.2,0.97
Cc1ccc(C(C)NC(=O)/C(C#N)=C\c2c(C)[nH]c3ccccc23)cc1 (configuration not stated),12,0.93,-3,-6,8,-6,1,2.5,0.88
CC(=O)Nc1ccc(NC(=O)c2c([N+](=O)[O-])c(C(C)(C)C)nn2C)cc1,5,0.92,1,0,8,0,-15,1.3,0.95
Cc1ccc(S(=O)(=O)NCC(=O)OC(C)C(=O)NC2CCCCC2C)cc1C (configuration not stated),0,1.1,1,-1,-8,-4,5,0.2,1
CC(=O)Nc1cccc(C(=O)N/N=C/c2c[nH]c3ccccc23)c1,-1,0.89,3,3,11,-3,-1,-1.5,1
COC(=O)/C(C#N)=C/c1cc(C)sc1C,-10,1.1,-3,1,-10,-8,-5,1.7,1.1
CCN(C(=O)CN1CCCCC1)c1c(N)n(Cc2ccccc2)c(=O)[nH]c1=O,4,1,-2,-1,-1,-5,-1,-0.1,0.96
N=c1sccn1CC(=O)Nc1cccc(S(=O)(=O)N2CCCCCC2)c1,-5,0.84,26,-4,16,5,-11,1.2,1.1
c1ccc(OCCOc2ncnc3ccccc23)cc1,7,1,-1,-2,-2,-2,-11,-2.0,0.93
CCOc1ccc(NC(=O)CN(C)C(=O)c2nc3nc(C)cc(C)n3n2)cc1OCC,-8,1.1,-2,0,-7,-7,6,-0.8,1.1
O=C(NC(=S)Nc1ccccc1Br)C1CCC1,4,0.91,-4,-3,10,-8,0,0.9,0.96
CC(C)N(Cc1ccccc1)C(=O)COC(=O)c1ccc(O)cc1,-6,0.87,-1,-1,13,-2,-31,-2.9,1.1
CCN(CC)CC#CC(O)(c1ccccc1)c1ccccc1,8,1.1,-2,-3,-8,-3,-7,0.0,0.92
COc1ccc(S(=O)(=O)c2cnc3ccc(OC)cc3c2N2CCC3(CC2)OCCO3)cc1,-1,0.97,0,2,3,-13,-2,5.3,1
Cc1ccccc1NC(=O)C(C)OC(=O)CNS(=O)(=O)c1ccc(C#N)cc1 (configuration not stated),8,1.1,2,0,-8,-3,1,-2.2,0.92
CCS(=O)(=O)/N=C(\N)c1ccccc1,-16,1.1,-5,0,-8,-2,-1,1.0,1.2
Cc1ccc(NC(=O)CN(C)C(=O)c2ccc(Cl)c([N+](=O)[O-])c2)cc1,13,1.1,0,0,-13,-5,-10,-1.1,0.87
C=CCn1c(SCC(=O)Nc2ccc(C(=O)OCC)cc2)nnc1-c1cccs1,4,1,0,-2,-4,29,-4,0.0,0.95
C/C(N)=C(/C#N)C(=O)CSc1nnc(Nc2cccc(C)c2C)s1,1,1,4,-2,-4,-3,2&2,-0.3&-1.5,0.99

# Molecules from the list above with a thiophene ring, fused or not, in the order listed:
SMILES,mIAP block,hIAP activ,A3A deaminase,MIN6 prolif,hIAP inh,A3G deaminase,ATG4B inh,MPTP block,mIAP activ
COc1ccc(NS(=O)(=O)c2csc(C(=O)N3CCCC3)c2)cc1,2,1.3,-1,0,-31,1,9,0.3,0.98
Clc1ccc(C2CC(c3cccs3)n3ncnc3N2)cc1Cl (configuration not stated),17,0.9,-2,-2,10,-3,-8,-0.6,0.83
COC(=O)/C(C#N)=C/c1cc(C)sc1C,-10,1.1,-3,1,-10,-8,-5,1.7,1.1
C=CCn1c(SCC(=O)Nc2ccc(C(=O)OCC)cc2)nnc1-c1cccs1,4,1,0,-2,-4,29,-4,0.0,0.95

# Some of these compounds in order of their number in mIAP block, smallest number first:
SMILES	mIAP block
CCOc1ccc(C(c2nnnn2Cc2ccccc2)N2CCN(C(=O)c3ccco3)CC2)cc1 (configuration not stated)	-11
C/C(N)=C(/C#N)C(=O)CSc1nnc(Nc2cccc(C)c2C)s1	1
Cc1ccc(NC(=O)CN(C)C(=O)c2ccc(Cl)c([N+](=O)[O-])c2)cc1	13

# The listing picks up with the five entries that preceded the break.
SMILES,mIAP block,hIAP activ,A3A deaminase,MIN6 prolif,hIAP inh,A3G deaminase,ATG4B inh,MPTP block,mIAP activ
Cc1ccccc1NC(=O)C(C)OC(=O)CNS(=O)(=O)c1ccc(C#N)cc1 (configuration not stated),8,1.1,2,0,-8,-3,1,-2.2,0.92
CCS(=O)(=O)/N=C(\N)c1ccccc1,-16,1.1,-5,0,-8,-2,-1,1.0,1.2
Cc1ccc(NC(=O)CN(C)C(=O)c2ccc(Cl)c([N+](=O)[O-])c2)cc1,13,1.1,0,0,-13,-5,-10,-1.1,0.87
C=CCn1c(SCC(=O)Nc2ccc(C(=O)OCC)cc2)nnc1-c1cccs1,4,1,0,-2,-4,29,-4,0.0,0.95
C/C(N)=C(/C#N)C(=O)CSc1nnc(Nc2cccc(C)c2C)s1,1,1,4,-2,-4,-3,2&2,-0.3&-1.5,0.99
O=C(N[C@@H](Cc1ccc(Br)cc1)C(=O)O)OCC1c2ccccc2-c2ccccc21,4,0.86,0,-8,14,-7,30,-1.1,0.96
CCN1CCN(C(=O)CS(=O)(=O)Cc2nc(-c3cccc(OC)c3)oc2C)CC1,17,0.93,1,-2,7,4,-4,-0.9,0.83
CC1COC2C(O1)N(S(C)(=O)=O)CCN2S(C)(=O)=O (configuration not stated),12,0.98,-2,0,2,-5,-3,-1.3,0.88
O=C(c1ccccc1)c1ccc(N2CCN(C(=O)c3cccc(F)c3F)CC2)c(F)c1,15,1,-1,-6,0,-9,4,1.4,0.85
Cn1c2ccccc2c2ncn(Cc3ccco3)c(=O)c21,-8,0.85,0,-1,15,4,0,0.9,1.1
COc1ccccc1N1CCN(C2CC(=O)N(c3cccc(Br)c3)C2=O)CC1 (configuration not stated),4,1.2,-5,-4,-22,30,3,-2.1,0.96
CCOc1ccc(C2(C)CC(=O)N(C)C2=O)cc1 (configuration not stated),-3,0.96,1,-1,4,-9,0,0.6,1
COc1ccc2[nH]cc(CCNC(=O)C3CCCO3)c2c1 (configuration not stated),0,1.2,-7,-1,-20,-3,-10,-0.6,1
